Hsp70 displacement – small molecules displacing fluorescent ligand from Hsp70 – biochemical, fluorescence polarization, primary screen (AID 583); Hsp70 fluorescence polarization probe displacement, mP; higher % means a stronger effect; displacement, % at 20 µM, or IC50 in µM where a hit was titrated; 0.06% of 140,000 active; in the data active means displacement above about 50%;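 further: plate controls were vehicle for no effect and reference ligand for full effect; a part of the inactive calls stands beside numbers as strong as those of hits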
MKP-3 inhibition – inhibition of rat DUSP6 enzyme activity – biochemical, in vitro, primary screen (AID 425); recombinant MKP-3 phosphatase activity, fluorescence; higher % means a stronger effect; inhibition, % at 20 µM, or IC50 in µM where a hit was titrated; 0.17% of 110,000 active; in the data active means inhibition above about 50%;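 further: plate controls were vehicle for no effect and reference inhibitor for full effect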
The depositor's hits bear a star; . = no result given.

Under each structure – Hsp70 displacement | MKP-3 inhibition
(1) Cc1c(C)n(CC(O)CN2CCOCC2)c2ccccc12 (stereo not drawn)
    1.9% | -8%
(2) O=C(CSc1ccccc1Cl)c1ccco1
    1.0% | -12%
(3) CCOc1cccc(C2NC(=O)NC(C)=C2C(=O)OCc2ccc(OC)cc2)c1 (stereo not drawn)
    -3.6% | -2%
(4) CC1=C(C(=O)OCC(C)C)C(c2cc3c(cc2Br)OCO3)NC(=O)N1C (stereo not drawn)
    -0.8% | 5%
(5) Cc1nn(Cc2ccccc2)c2c1C(c1ccc(Cl)cc1)C(C#N)=C(N)O2 (stereo not drawn)
    4.1% | .
(6) O=C1c2cccc3c([N+](=O)[O-])ccc(c23)C(=O)N1n1cnnc1
    19% | 1%
(7) O=C(Nc1cccc(NC(=O)c2ccco2)c1)c1cnccn1
    5.2% | .
(8) COc1cc(/C=C2/SC(=S)N(C)C2=O)cc(Br)c1OCc1ccc(F)cc1
    7.1% | -1%
(9) CCc1ccc(NC(=O)C(=O)NCCN2CCN(C(=O)c3ccccc3Br)CC2)cc1
    . | 2%
(10) CCOc1ccccc1N(C(=O)CNC(=O)c1ccco1)C(C(=O)NC(C)(C)C)c1ccncc1 (stereo not drawn)
    2.9% | -12%
(11) COc1ccc(NC(=O)CC(=O)Nc2ccc(OC)cc2OC)c(OC)c1
    5.0% | 6%
(12) O=c1nc(N2CCOCC2)nc(N2CCOCC2)[nH]1
    1.5% | 0%
(13) CCCCCCOc1ccc(N2C(=O)CC(NCc3ccc(OC)cc3)C2=O)cc1 (stereo not drawn)
    -1.3% | 0%
(14) Cn1c(CN2CCCC2)c(-c2ccccc2)c2cc([N+](=O)[O-])ccc21
    0.9% | 6%
(15) O=C(O)CC1CCCC(c2ccccc2)C1=O (stereo not drawn)
    4.2% | -8%

Reprinted, compounds 13–15
Under each structure – Hsp70 displacement | MKP-3 inhibition
(13) CCCCCCOc1ccc(N2C(=O)CC(NCc3ccc(OC)cc3)C2=O)cc1 (stereo not drawn)
    -1.3% | 0%
(14) Cn1c(CN2CCCC2)c(-c2ccccc2)c2cc([N+](=O)[O-])ccc21
    0.9% | 6%
(15) O=C(O)CC1CCCC(c2ccccc2)C1=O (stereo not drawn)
    4.2% | -8%

New compounds follow
Under each structure – Hsp70 displacement | MKP-3 inhibition
(16) O=C(NCc1ccccc1Cl)c1cccc(I)c1
    0.2% | 2%
(17) O=C(C1COc2ccccc2O1)N1CCCC1 (stereo not drawn)
    -0.6% | -8%
(18) N#Cc1c(/N=C/N2CCCC2)sc2c1CCCC2
    -2.5% | 3%
(19) Cc1cccc2cc3c(NC(=O)CC(C)C)nn(C)c3nc12
    49% | -8%
(20) O=C(Cn1c(N2CCN(c3ccccc3)CC2)nc2ccccc21)c1ccccc1
    -2.1% | -4%
(21) CCOC(=O)C(NC(=O)c1ccccc1OCC)(Nc1ncccn1)C(F)(F)F (stereo not drawn)
    -0.8% | -7%
(22) CCOc1c(C#N)c(C#N)c2nc(C)cc(C)n12
    1.9% | 2%

Part of the list above in order of molar mass, descending:
Under each structure – Hsp70 displacement | MKP-3 inhibition
(19) Cc1cccc2cc3c(NC(=O)CC(C)C)nn(C)c3nc12
    49% | -8%
(18) N#Cc1c(/N=C/N2CCCC2)sc2c1CCCC2
    -2.5% | 3%
(22) CCOc1c(C#N)c(C#N)c2nc(C)cc(C)n12
    1.9% | 2%
(17) O=C(C1COc2ccccc2O1)N1CCCC1 (stereo not drawn)
    -0.6% | -8%

One compound at a time, as listed above. Screens in order: Hsp70 displacement	MKP-3 inhibition
O=C(C1COc2ccccc2O1)N1CCCC1 (stereo not drawn) is listed as -0.6%	-8%
CCOc1c(C#N)c(C#N)c2nc(C)cc(C)n12 is listed as 1.9%	2%

This is a subset. The share of hits here may be higher or lower than overall.
